PPARg SRC3 recr: PPARgamma agonists recruiting SRC-3 coactivator, primary screen, biochemical; Peroxisome proliferator-activated receptor gamma (Homo sapiens), P37231; biochemical PPARgamma/SRC-3 coactivator recruitment assay; activation, % at 8 µM; 0.26% of 200,000 active; AID 731, 2007; in the data active means activation above about 23%;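 further: 0% = DMSO and 100% = reference agonist; some compounds past the cut are filed as inactive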
PPARg SRC1 recr: PPARgamma agonists recruiting SRC-1 coactivator, primary screen, biochemical. Peroxisome proliferator-activated receptor gamma (Homo sapiens), P37231. PPARgamma-SRC-1 coactivator recruitment biochemical assay. activation, % at 8 µM. 0.41% of 200,000 active; in the data active means activation above about 19%;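 further: 0% = DMSO and 100% = reference agonist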
S1P3 antagonist: S1P3 receptor antagonists, primary screen, cell-based | 0.27% of 170,000 active | CHO S1P3 NFAT-BLA reporter, FRET fluorescence, antagonist mode | inhibition, % at 4.98 µM | Sphingosine 1-phosphate receptor 3 (Homo sapiens), Q99500;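 active means inhibition above the plate cutoff, the mean inhibition of test wells on that plate plus 3 SD, cut at about 28% in these data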;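 further: cells challenged with S1P at its EC80 of 0.8 µM; blue over green emission ratio from cleaved BLA substrate after 4 h stimulation; 0% = S1P-stimulated wells and 100% = unstimulated DMSO-only wells; some compounds past the cut are filed as inactive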
Target sequence (Q99500 whole entry, looked up): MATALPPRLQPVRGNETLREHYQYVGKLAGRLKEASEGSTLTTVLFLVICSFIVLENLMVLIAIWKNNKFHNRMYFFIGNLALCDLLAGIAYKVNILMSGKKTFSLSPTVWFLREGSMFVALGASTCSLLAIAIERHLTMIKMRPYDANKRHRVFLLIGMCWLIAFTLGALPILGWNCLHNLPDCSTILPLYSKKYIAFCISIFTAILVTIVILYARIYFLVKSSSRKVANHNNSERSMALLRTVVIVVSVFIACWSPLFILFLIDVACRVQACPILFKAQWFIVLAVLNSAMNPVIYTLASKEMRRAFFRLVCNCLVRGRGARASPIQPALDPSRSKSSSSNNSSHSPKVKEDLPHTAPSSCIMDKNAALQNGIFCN
bIAP inhibitor: bovine intestinal alkaline phosphatase inhibitors, primary screen, selectivity assay for TNAP inhibitor project, biochemical, bovine IAP, CDP-star luminescence. 190,000 tested, under 10 active. AID 1019, 2008. alkaline phosphatase, intestinal [Bos taurus]. inhibition, % at 20 µM. purified bovine IAP, 30 min;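 active means over 50% inhibition of intestinal alkaline phosphatase at 20 µM in the single-dose screen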
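System: Purified bovine intestinal alkaline phosphatase (IAP) enzyme | Input: IAP diluted 1/65,000,000 in the well | Also added: CDP-star chemiluminescent phosphatase substrate, 30 µM final | Dosing: 20 µM single dose | Times: Enzyme reaction for 30 min at room temperature | Detection: Luminescence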
ROMK mod: ROMK potassium channel modulators, primary screen, cell-based, thallium flux, MLSMR library; ATP-sensitive inward rectifier potassium channel 1 (Homo sapiens), P48048; Tet-inducible ROMK, thallium flux fluorescence; actives lie on both sides; B-score at 10 µM; 2% of 130,000 active; AID 1918, 2009;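 active means signal ratio slope over the read window, or its plate-corrected B-score, at least 3 SD from the plate mean, either direction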;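 further: B-score of the F/F0 ratio slope over 7 to 12 s after thallium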
Target sequence (P48048 whole entry, looked up): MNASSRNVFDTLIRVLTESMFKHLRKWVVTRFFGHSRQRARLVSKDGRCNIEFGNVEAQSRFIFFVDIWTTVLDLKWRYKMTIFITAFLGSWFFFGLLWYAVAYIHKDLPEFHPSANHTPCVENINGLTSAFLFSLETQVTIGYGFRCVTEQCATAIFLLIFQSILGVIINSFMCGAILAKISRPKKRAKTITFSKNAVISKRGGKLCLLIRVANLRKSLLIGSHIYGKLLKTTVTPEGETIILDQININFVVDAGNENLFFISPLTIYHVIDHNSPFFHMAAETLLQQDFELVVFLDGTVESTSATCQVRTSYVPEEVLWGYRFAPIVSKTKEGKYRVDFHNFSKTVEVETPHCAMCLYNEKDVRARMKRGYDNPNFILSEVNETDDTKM
HMGR II inh: inhibitors of E. faecalis class II HMGR, primary screen, biochemical, Enterococcus faecalis; inhibition, % at 10 µM; 0.41% of 190,000 active; purified E. faecalis HMGR, NADPH absorbance 340 nm kinetic; HMG-CoA reductase (Enterococcus faecalis, mvaE);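 active means inhibition above a set limit, the median over all tested compounds plus 3 SD, cut at about 9.5% in these data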;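 further: enzyme runs in reverse so mevalonate oxidation gives rising NADPH absorbance; 0% = complete reaction with DMSO and 100% = background rate lacking mevalonate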
PPARg SRC2 recr: agonists of PPARg-SRC-2 recruitment, primary screen, biochemical, HTS; Peroxisome proliferator-activated receptor gamma (Homo sapiens), P37231; PPARgamma LBD-SRC-2 recruitment; activation, % at 8 µM; 0.34% of 200,000 active; AID 1032, 2008; in the data active means activation above about 22%;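 further: 0% = vehicle and 100% = reference agonist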
RAM network inh: inhibitors of the yeast RAM network, primary screen, dse1pr::URA3 reporter, 5-FOA selection. S. cerevisiae dse1pr::URA3 reporter, 5-FOA growth OD615, 2 d; analog-sensitive cbk1-as2 kinase mutant strain. AID 868, 2007. 1.8% of 190,000 active. inhibition, % at 50 µM;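 active means inhibition above a set limit, 3 SD over mean compound inhibition, cut at about 8.4% in these data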;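 further: 0% = DMSO-only wells with no growth and 100% = 10 µM 1-NA-PP1 full growth; inhibition rescues growth on 5-FOA so higher OD means more RAM inhibition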
SRC2 TRFRET art: TR-FRET signal artefacts, primary screen, artefact control for PPARgamma SRC-2 agonist project, biochemical; AID 1049, 2008; 0.4% of 200,000 active; TR-FRET artefact counter-screen; stronger effect = higher value; TR-FRET ratio at 8 µM; in the data active means TR-FRET ratio above about 2000; further: inactives centre near 1500
Redox H2O2 prof: compounds producing H2O2 with reducing agent – biochemical, NIH compound library profiling, artefact control for MLSCN library redox annotation, primary screen; AID 878, 2007; 0.03% of 200,000 active; activation, % at 10 µM; DTT-dependent redox cycling H2O2, phenol red/HRP absorbance; 100% = 100 µM peroxide control, 0% = buffer;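 active means activation of at least 50% relative to the plate's high and low controls in the primary single-dose screen; inactive means activation below 50%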;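 further: compound incubated with DTT at 0.8 mM final as the reducing agent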
L major viab: Leishmania major promastigote growth inhibition, primary screen. AID 1063, 2008. Leishmania major promastigotes, resazurin fluorescence viability. 9% of 200,000 active. inhibition, % at 10 µM; in the data active means inhibition above about 50%;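 further: promastigotes grown with compound for 44 hours at 28 °C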
The depositor's hits bear a star; / = no result given.

SMILES	PPARg SRC3 recr	PPARg SRC1 recr	S1P3 antagonist	bIAP inhibitor	ROMK mod	HMGR II inh	PPARg SRC2 recr	RAM network inh	SRC2 TRFRET art	Redox H2O2 prof	L major viab
CCC(C)NC(=O)COc1ccc(Br)c(C)c1 (stereo not drawn)	-3	-7	/	11	-1	-2	12	-0.5	1341	0.3	2
O=c1[nH]ncc(N2CCCCCC2)c1Cl	3	5	2	7	0.018	-2	5	2.1	1302	-0.3	-5
CC(=O)N=C1SC2CS(=O)(=O)CC2N1c1c(Cl)cccc1Cl (stereo not drawn)	1	-1	-10	-1	0.29	0	-7	0.9	1356	-0.3	4
COc1cc(-c2nnc(SCC(=O)Nc3ccc4c(c3)OCCO4)o2)cc(OC)c1OC	-1	2	/	-15	/	-2	-7	2.7	1342	2.4	0
COc1cc(Br)cc2cc(C(=O)N3CCN(c4ccccn4)CC3)c(=O)oc12	5	-1	/	-6	0.5	0	-4	0.0	1600	0.1	-4
Cc1ccc(NC(=O)c2ccc(CNS(=O)(=O)c3cccc(C(F)(F)F)c3)cc2)cc1	6	3	/	29	-0.32	-7	-9	3.0	1657	0.0	-2
COc1ccc(CCN2C(=O)C3C4C=CC(C5CC45)C3C2=O)cc1OC (stereo not drawn)	0	2	-8	-4	/	2	6	1.0	1684	0.1	-7
COc1ccccc1/C=C/C(=O)Nc1cccc(C(C)=O)c1	-6	-7	1	11	-2.2	4	-1	2.4	1532	-0.5	10
CCOc1nc(N=C(N)N)nc2c(C)cccc12	3	-5	/	-4	0.0044	-5	7	1.8	1742	-7.5	100*
CCOc1ccccc1OC(=O)c1ccco1	-15	-3	8	-3	0.8	2	6	1.3	1507	1.2	-10
CC(O)(CS(=O)(=O)Cc1ccccc1)C(=O)Nc1cccc(C(F)(F)F)c1 (stereo not drawn)	-4	-3	/	5	/	1	4	2.2	1630	-0.8	-4
Cc1ccc2oc(-c3cccc(NC(=O)c4cc(-n5cnnc5)ccc4Cl)c3)nc2c1	3	8	/	-13	/	2	4	6.1	1382	4.4	-2
COc1ccc2c(c1)C1(C)CC(C)(C)N2C(=O)N1c1ccccc1 (stereo not drawn)	8	3	/	-2	-1.3	0	2	3.9	1432	-0.4	19
CCOC(=O)Cn1c(=O)c2c(nc3n2CCN3Cc2ccccc2)n(C)c1=O	-4	8	-31	3	/	-1	-12	1.2	1559	0.4	2
O=C1CCCC2=C1C1(CCCC1)N=C(Nc1nc3ccccc3s1)N2	-1	4	3	4	/	0	2	2.5	1601	2.4	27
CC(C)Cn1c(O)c(/C=C2\C=NN=C2c2ccccc2)sc1=S	0	0	-5	6	/	-5	5	7.8	1551	0.1	13
O=C(c1ccc(N2CCOCC2)nc1)N1CCOCC1	5	-3	-16	9	/	-7	1	0.8	1542	2.7	-12
COc1ccc(-n2c(C)cc(C(=O)COC(=O)Cc3n[nH]c(=O)c4ccccc34)c2C)cc1	-2	-3	-1	23	0.23	-3	0	5.9	1471	-0.2	7
CC(=O)N/C(=C\c1cccc([N+](=O)[O-])c1)C(=O)NC(C)C	1	-3	-6	18	-0.31	-6	-5	0.8	1684	-0.5	17
O=C(CSc1nn(-c2ccc(Cl)cc2)c(=S)s1)NCC1CCCO1 (stereo not drawn)	1	5	1	-12	-0.98	2	4	3.4	1787	-2.0	4
O=C(c1ccc(Cl)s1)N1CCc2ccccc21	0	4	-1	9	0.064	-2	4	3.4	1648	1.4	-1
Cc1ccc(NC(=O)c2c(C(F)(F)F)nn(C)c2SCc2ccc(Cl)cc2)cc1C	3	7	/	12	/	0	6	11*	1591	1.8	3
O=C(CNC(=S)N(Cc1ccc(F)cc1)C1CCCCC1)NCCN1CCOCC1	4	-5	-10	-10	0.61	-2	-1	0.4	1398	0.0	-1
COC(=O)CSc1nnc(Cc2cc(=O)[nH]c(=O)[nH]2)n1-c1cccc(OC)c1	7	0	-26	5	0.98	2	3	-0.5	1672	0.1	0
COc1ccc(NC(=O)COc2nsnc2N2CCOCC2)cc1	2	9	3	-16	-0.68	-5	1	1.0	1878	-0.4	-6
O=C(Nc1ccc2c(c1)OCCO2)c1cccc(S(=O)(=O)N2CCOCC2)c1	-7	4	-13	23	/	-1	10	1.5	1553	6.0	-8
Cc1cccc(-n2nnc3cnn(C)c3c2=O)c1	2	1	/	0	/	-4	13	0.0	1717	1.7	-4
CCN1CCN(CCOc2cccc(Oc3ccccc3)c2)CC1	1	-5	-1	-4	-1	-11	3	-0.2	1351	-1.0	95*
Cc1cc(=O)[nH]c2c(N=Nc3ccc(O)cc3)c(N)nn12	-6	-3	0	19	-0.82	-4	11	3.4	1701	-1.2	41
Cc1ccc(NC(=O)/C(=C\c2cccc(Br)c2)NC(=O)c2ccco2)cc1	-2	-2	/	9	/	-5	10	3.8	1560	1.8	8
Cc1cccc(NC(=O)Cn2cnc3c(oc4nc5c(cc43)COC(C)(C)C5)c2=O)c1	-3	0	-4	30	/	3	3	8.5*	1549	0.3	2
CCOC(=O)c1cc2c(ccn2C)n1CC(=O)N(C)C	0	-4	-7	-2	0.013	8	-3	0.0	1431	-0.8	-8
OCCNCc1cc(Br)ccc1OCc1ccc(Cl)cc1Cl	11	1	/	-8	/	-4	6	2.5	1574	-0.6	101*
COc1ccc(C(=O)NCCSC2CCCCC2)cc1	5	5	9	15	-2.2*	-6	5	3.0	1817	-0.4	16
NC(=O)NNc1cccc(Cl)n1	4	-2	-9	-6	0.052	-3	-7	1.8	1661	-1.5	-3
CCCCCCn1c(COc2ccccc2F)nnc1SCC(=O)c1c(N)n(C)c(=O)n(C)c1=O	2	-4	16	-3	1.1	-2	6	1.8	1588	0.0	-3
O=C(CCN1C(=O)C2C3C=CC(C3)C2C1=O)N1CCN(c2cccc(Cl)c2)CC1 (stereo not drawn)	-10	1	16	3	/	3	-5	0.9	1509	2.4	56*
COc1ccc([N+](=O)[O-])cc1NC(=O)CSCc1ccc(Br)cc1	-2	4	18	7	-1.1	-3	9	11*	1649	-0.5	16
Cc1nc(N)ncc1Sc1ccc(Cl)cc1	0	3	-9	0	-0.39	-6	4	4.6	1730	-0.4	-7
COC(=O)c1cc(NCc2cccs2)ccc1N1CCOCC1	1	4	5	-3	/	2	7	1.5	1815	-1.1	-2
O=S(=O)(Nc1nc2ccccc2[nH]1)c1ccccc1	0	2	-34	16	0.2	-4	0	0.8	1424	2.5	15
Cc1noc(C)c1CN(C(=S)NC1CC1)c1ccccc1	-2	-6	-14	8	0.93	-3	-5	0.6	1476	0.0	-5
O=c1c2ccccc2cnn1Cc1n[nH]c(=S)n1-c1ccc(F)cc1	6	0	14	1	/	-9	0	0.5	1556	-0.5	-9
CCC1S/C(=N/N=C/c2ccco2)NC1=O (stereo not drawn)	1	2	-9	-2	0.98	-4	-6	-0.1	1482	-0.3	-8
O=C(Cn1c(=O)oc2cc(S(=O)(=O)N3CCc4ccccc43)ccc21)N1CCCCC1	2	7	-4	1	/	-6	-8	2.3	1728	0.0	98*
COc1cc(C(C(=O)NC2CCCCC2)N(CCN2CCOCC2)C(=O)C2COc3ccccc3O2)cc(OC)c1OC (stereo not drawn)	2	-4	1	-13	-0.034	-3	-3	0.0	1329	-0.2	-4
Cc1ccc(-c2cn3c(n2)SCC3)cc1	-12	8	-2	6	0.025	-2	-4	0.5	1366	-1.9	3
C=CCc1cc(Cl)ccc1OCCOCCNC(C)(C)C	0	6	13	-11	-2.3	-1	-7	0.4	1782	-0.1	99*
COc1ccc(N2C(=O)CSC2c2cccc(F)c2)c(OC)c1 (stereo not drawn)	5	4	2	-3	0.08	-4	2	0.9	1586	-0.3	12
Cc1nnc(SCc2c(Cl)cccc2Cl)s1	8	0	/	6	/	0	1	0.3	1462	-1.0	0
CCCc1nnc(SCC(=O)N2CCOCC2)n1C	-4	3	/	-4	/	-2	-7	0.0	1317	0.9	-6
COc1cc2cc(Oc3ccc4ccc(=O)oc4c3)c(=O)oc2cc1OC1OC(COC(=O)CC(C)(O)CC(=O)O)C(O)C(O)C1O (stereo not drawn)	-2	-2	-12	5	0.12	4	-10	0.7	1503	0.9	-4
O=C1OCCC1N1C(=O)c2ccccc2S1(=O)=O (stereo not drawn)	9	5	-14	7	/	-8	3	0.4	1706	1.0	-7
CCOc1cccc(C(=O)Nc2cccc(C(=O)NCC(C)C)c2)c1	2	3	11	14	/	-2	-11	0.8	1571	-0.1	33
Cc1ccc(OCC(=O)N2CCN(C(=O)c3cccc(F)c3)CC2)cc1	7	2	14	-6	-0.88	-5	0	1.3	1610	-0.4	-6
O=C(NC(=O)c1cccc(F)c1)OC[C@@H]1CCCN2CCCC[C@H]12	6	2	-6	7	/	0	12	0.0	1531	-0.3	-3
COc1ccc(OC)c(N(CC(=O)Nc2cccnc2)S(=O)(=O)c2ccccc2)c1	-5	2	/	-12	0.77	1	0	0.5	1484	0.5	34
CCC(=O)Nc1c(C#N)c2nc3ccccc3nc2n1-c1ccccc1C	3	13	-44	6	-1.1	-1	5	3.7	1749	-0.4	10
O=C(NCCN1C(=O)C2C3C=CC(C3)C2C1=O)Nc1ccc(Br)cc1 (stereo not drawn)	1	4	-30	0	/	-2	6	1.6	1582	-0.4	-2
CCn1c(SCC(N)=O)nc2c1c(=O)n(C)c(=O)n2C	-4	-9	-36	11	/	3	12	1.1	1429	2.6	-4
O=C(OCn1ncc(Br)c(Br)c1=O)c1ccccc1Cl	21	6	/	14	-2.1	-1	19	2.0	1784	0.1	101*

Reprinted at random: three compounds from above, in no set order.
SMILES	PPARg SRC3 recr	PPARg SRC1 recr	S1P3 antagonist	bIAP inhibitor	ROMK mod	HMGR II inh	PPARg SRC2 recr	RAM network inh	SRC2 TRFRET art	Redox H2O2 prof	L major viab
CCC1S/C(=N/N=C/c2ccco2)NC1=O (stereo not drawn)	1	2	-9	-2	0.98	-4	-6	-0.1	1482	-0.3	-8
CCn1c(SCC(N)=O)nc2c1c(=O)n(C)c(=O)n2C	-4	-9	-36	11	/	3	12	1.1	1429	2.6	-4
O=C(Cn1c(=O)oc2cc(S(=O)(=O)N3CCc4ccccc43)ccc21)N1CCCCC1	2	7	-4	1	/	-6	-8	2.3	1728	0.0	98*

Screens from PubChem.
